Giardia FBPA inh: blocks Giardia fructose-bisphosphate aldolase activity. AID 2451. purified Giardia FBPA. actives 0.71% (n = 290,000). Potency, µM (doses to about 59.6 µM), inactives show at the top dose activity, negative = inhibition, usual class: inhibitors; note: potency is the fitted concentration of half-maximal effect; nearly all actives have a fitted effect of over 55% in size
Target sequence (A8B2U2 whole entry, looked up): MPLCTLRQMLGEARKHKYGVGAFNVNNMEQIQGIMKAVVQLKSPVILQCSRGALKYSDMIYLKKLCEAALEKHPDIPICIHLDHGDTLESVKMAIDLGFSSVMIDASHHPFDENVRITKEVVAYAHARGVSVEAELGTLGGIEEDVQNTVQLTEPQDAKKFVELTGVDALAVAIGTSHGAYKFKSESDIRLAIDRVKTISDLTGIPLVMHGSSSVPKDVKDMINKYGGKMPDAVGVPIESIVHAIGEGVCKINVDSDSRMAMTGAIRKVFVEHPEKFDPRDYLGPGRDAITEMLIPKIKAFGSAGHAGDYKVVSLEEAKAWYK
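40 nM FBPA preincubated 10 min at RT with compound (up to 57.5 uM final), then substrate plus GAPDH/TPI/NAD/arsenate coupling and diaphorase/resazurin added. Fluorescence read after 20 min at RT, 525/598 nm.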
AMA1 RON2 block: inhibitors of Plasmodium falciparum AMA1-RON2 interaction; AID 720542; actives 0.2% (n = 360,000); Potency, µM (doses to about 58.2 µM), inactives show top-dose activity change, negative = inhibition, hits mostly inhibitors; AlphaScreen AMA1-biotinylated RON2 peptide binding;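 note: potency is the fitted concentration of half-maximal effect; 0% = vehicle wells and -100% = peptide control; nearly all actives have a fitted effect of over 45% in size; some results filed as inactive show a strong effect at the top dose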
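AMA1 (3D7) with his tag at 25 nM final met compounds first, then biotinylated RON2 peptide at 25 nM; detection used donor plus acceptor beads, 10 µg/mL apiece, read by AlphaScreen after 30 min at room temperature.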
AmpC inh detg: blocks E. coli AmpC beta-lactamase in detergent assay; AmpC hydrolysis of nitrocefin, absorbance 480 nm, 0.01% Triton; Potency, µM (top dose mostly 114 µM), without a hit: at the highest dose activity change, negative = inhibition, actives largely listed as inhibitors; actives 0.041% (n = 370,000);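 note: potency is the fitted concentration of half-maximal effect; 0% = no-compound wells and -100% = no-enzyme wells; nearly all actives have a fitted effect of over 25% in size; some results filed as inactive show a strong effect at the top dose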
Target sequence (P00811 whole entry, looked up): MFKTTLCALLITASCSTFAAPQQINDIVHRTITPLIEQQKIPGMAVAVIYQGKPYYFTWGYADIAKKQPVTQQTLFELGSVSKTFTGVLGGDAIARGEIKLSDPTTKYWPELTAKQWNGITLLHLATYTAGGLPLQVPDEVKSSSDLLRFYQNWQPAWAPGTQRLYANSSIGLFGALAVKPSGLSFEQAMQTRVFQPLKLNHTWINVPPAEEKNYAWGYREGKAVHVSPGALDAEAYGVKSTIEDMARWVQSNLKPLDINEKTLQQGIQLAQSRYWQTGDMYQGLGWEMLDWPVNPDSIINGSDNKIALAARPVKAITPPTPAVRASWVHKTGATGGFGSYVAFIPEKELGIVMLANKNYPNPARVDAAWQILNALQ
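AmpC (5.3 nM in the dispensed reagent) in 20 mM phosphate pH 7.0 with 0.01% (detergent screen) or 0.0001% Triton X-100 was preincubated with compounds for 15 min at room temperature. Nitrocefin was then added from an 800 uM solution, and hydrolysis was followed at 480 nm.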
Sm TGR inh: inhibitors of Schistosoma mansoni thioredoxin glutathione reductase; AID 485364; actives 3% (n = 360,000); Potency, µM (top dose mostly 114 µM), for inactives: top-dose activity change, negative = inhibition, actives largely listed as inhibitors; purified TGR, DTNB reduction, TNB absorbance 405 nm; Q962Y6; note: potency is the fitted concentration of half-maximal effect; nearly all actives have a fitted effect of over 60% in size
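TGR 20 nM + NADPH 100 uM (dispensed conc.), cpd preinc 15 min RT; start with NADPH (500 uM addition) then DTNB (15 mM addition). Kinetic TNB absorbance, 405 nm filter. Four-parameter Hill fit across titration.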
AmpC inh no detg: blocks E. coli AmpC beta-lactamase in detergent-free assay; P00811; AmpC nitrocefin hydrolysis, absorbance 480 nm, 0.0001% Triton; Potency, µM (highest dose often 57.1 µM), for inactives: top-dose activity change, negative = inhibition, actives largely listed as inhibitors; actives 0.52% (n = 330,000); AID 485341;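 note: potency is the fitted concentration of half-maximal effect; plate controls were no compound for no effect and no enzyme for full effect; nearly all actives have a fitted effect of over 20% in size; some results filed as inactive show a strong effect at the top dose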
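20 mM phosphate pH 7.0 + 0.01% (detergent screen) or 0.0001% Triton X-100; 5.3 nM AmpC reagent; cpd preinc 15 min RT; nitrocefin (800 uM stock) to start; A480 q20 s × 4 min; Activity was normalised to no-enzyme and no-compound control wells.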
HCMV antiviral: blocks human cytomegalovirus replication. HFF cells, HCMV-luciferase reporter, 72 h; stronger effect = lower value. activity change, negative = inhibition, % at 57.5 µM. actives 4.5% (n = 410,000). AID 1259415; in the data active = activity change below about -60%; inconclusive = no clear call, values can overlap the other calls; inactive = above about -39%
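Human foreskin fibroblasts infected with luciferase-reporter HCMV at MOI 1 PFU/cell, compounds at two doses. Luciferase measured 72 h post infection; normalized to buffer-only basal and Salinomycin (10uM) controls.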
Numbers without * were called inactive; ? = inconclusive; . = no result given; & = joins results of further samples; [ ] = dose if it differs, or a comment. Unless noted, calls come from the whole dose curve; as a rule, active = well fitted curve in the direction sought with a large enough effect; inconclusive = small, poorly fitted or top-dose-only effect, or another doubt; inactive = no such curve, though single readings can be large; an effect the other way counts as inactive or inconclusive. Unless noted, % is set by controls: 0 for no effect and ±100 for the full control effect.

smiles,Giardia FBPA inh,AMA1 RON2 block,AmpC inh detg,Sm TGR inh,AmpC inh no detg,HCMV antiviral
NC(=S)N=Nc1c(O)n(C2OC(=O)c3ccccc32)c2ccccc12 (centres undefined),?,50%[activator],-2%,-7%,-3%,-15
CCOC(=O)CCNC(=O)Nc1ccc2nc(C)n(Cc3ccc(Cl)cc3)c(=O)c2c1,8%,-8%,-14%,0%,66%[activator],49
COc1cc2[nH]c(=S)n(CCN3CCOCC3)c(=O)c2cc1OC,?,0%,-13%,-9%,-38%,-26
COC(=O)C1=C(c2cccc(OCc3ccccc3)c2)C[C@@H]2CC[C@H]1N2C(=O)NCc1cc(C)oc1C(F)(F)F,.,-10%,6%,-1%,-7%,-15
CCN(CC)S(=O)(=O)c1ccc(Cl)c(NC(=O)CSc2cccc[n+]2[O-])c1,2%,-4%,9%,-8%,-25%,10
Cc1ccc(NC(=O)CCc2c(C)nc3ncnn3c2C)cc1,0%,-2%,2%,-18%,-19%,-6
CC(Sc1ccsc1[N+](=O)[O-])C(=O)NCc1ccccc1 (centres undefined),0%,.,-12%,5%,-25%,?
CC(C)COc1ccc(C2=NC(c3ccncc3)=Nc3ccc(F)cc3N2)cc1,.,.,-1%,-1%,.,1
O=C(O)C1CCCCC1C(=O)NC1C2CC3CC(C2)CC1C3 (centres undefined),-7%,-9%,-5%,0%,-13%,8
CNC(=O)C(NC(=O)CNC(=O)c1ccc(Cl)cc1)C(C)(C)C (centres undefined),5%,0%,2%,.,-15%,-24
Cc1cc(C)c(NC(=O)C2CCN(C(=O)N3CCOc4ccccc43)CC2)c(C)c1,.,.,18%,8%,.,-16
CCn1cc(Br)c(C(=O)Nc2ccc(C(=O)OC(C)C)cc2)n1,-12%,2%,-5%,-23%,6%,16
CCOc1cccc(CNCc2cccnc2)c1OCc1ccccc1,-14%,20%,-2%,-1%,19%,-3
CC(C)[C@H](NC(=O)N1CC(=O)Nc2ccccc21)C(=O)N[C@H](Cc1ccccc1)C(=O)O,-7%,-3%,-4%,7%,-17%,27
CCOc1ccc(NC(=O)/C=C\C(=O)N(c2ccc(C(C)C)cc2)C(C(=O)NCc2ccco2)c2ccc(F)cc2)cc1 (centres undefined),.,.,10%,56µM*,.,-61*
O=C(C1CCCN(Cc2cccc(Cl)c2)C1)N1CCCCC1 (centres undefined),?,?,-11%,-2%,25%,5
COc1ccccc1/C=N\NC(=O)c1c(C)nc2ccc(Cl)cn12,-18%,33%[activator],?,-2%,25%,11
Cc1ccccc1-n1nc(-c2cccnc2)cc1C(=O)N/N=C/c1ccncc1,-19%,11%,2%,-8%,-7%,15
CCOC(=O)CNC(=O)c1nn(-c2ccc(OCC)cc2)c(=O)c2ccccc12,0%,2%,1%,12%,75%[activator],5
O=C(NC1CCCC1)C1CCN(c2cnccn2)CC1,1%,-14%,6%,.,5%,-15

Among those listed so far, these have an aryl thioether with sulfur outside any ring:
smiles,Giardia FBPA inh,AMA1 RON2 block,AmpC inh detg,Sm TGR inh,AmpC inh no detg,HCMV antiviral
CCN(CC)S(=O)(=O)c1ccc(Cl)c(NC(=O)CSc2cccc[n+]2[O-])c1,2%,-4%,9%,-8%,-25%,10
CC(Sc1ccsc1[N+](=O)[O-])C(=O)NCc1ccccc1 (centres undefined),0%,.,-12%,5%,-25%,?

More entries.
smiles,Giardia FBPA inh,AMA1 RON2 block,AmpC inh detg,Sm TGR inh,AmpC inh no detg,HCMV antiviral
O=S(=O)(c1ccccc1)N1CCN(c2nnc(-c3ccccc3)c3ccccc23)CC1,9%,-2%,5%,9%,-25%,-39
CC(NC(=O)Cc1ccccc1[N+](=O)[O-])c1ccccc1 (centres undefined),5%,.,?,0%,-6%,-7
COc1ccc(CCN(Cc2cc3cc(C)ccc3[nH]c2=O)C(C)=O)cc1OC,6%,-2%,-6%,-11%,-16%,-25
COc1cc(OC)cc(-n2c(=O)c3ccccc3n(Cc3ccccc3C#N)c2=O)c1,.,.,3%,-8%,.,1
Cc1cccc(NC(=O)CSc2n[nH]c(-c3cccnc3)n2)c1,?,-3%,2%,-18%,-30%,-27
COc1cc(C(=O)N(Cc2cccnc2)c2nc3cc(C)c(C)cc3s2)cc(OC)c1OC,.,.,-2%,16%,.,83
COc1ccc2cc3c(N)nn(C(=O)c4ccc(F)cc4Cl)c3nc2c1,.,.,18%,3%,.,-70*
CCN(CC)CCCNC(=O)c1cc(-c2ccc(OC)c(OC)c2)on1,.,.,22%,3%,.,21
Cc1nc(-c2ccccc2)sc1C(=O)/C=C/c1ccccc1,1%,-8%,-15%,5%,-22%,45
Cc1cccn2cc(CNC(=O)CC3CCCC3)nc12,-2%,3%,7%,1%,-8%,-1
Cc1ccccc1-n1ncc2c1CC(C)(C)CC2NC(=O)CSc1ccncc1 (centres undefined),.,-2%,3%,-19%,44%,-3
Cc1ccc(-n2c(O)c(/C=N/n3cnnc3)c3ccccc3c2=O)cc1,-6%&20%,5%&31%,-3%&-6%,-28%&0%,-21%&-42%,?
CC(C)c1ccc(O)c(NC(=S)NC(=O)c2ccc3c(c2)OCO3)c1,.,92%[activator],9%,16%,-48%,-9
O=C(Cn1ccc([N+](=O)[O-])n1)N1CCCc2ccccc21,3%,-7%,-5%,-6%,-13%,-13
O=C(NCC1CCCO1)c1cc2n(n1)C(C(F)(F)F)CC(c1ccc(F)cc1)N2 (centres undefined),5%,7%,-15%,-1%,81%[activator],10
CC(=O)Nc1ccc(NC(=O)COC(=O)Cc2c[nH]c3ccccc23)cc1,-2%,-5%,0%,-33%,-4%,36
COc1ccccc1C(CNC(=O)C1CC(=O)N(Cc2ccc(C)cc2)C1)N1CCCC1 (centres undefined),.,29%,-16%,-2%,-2%,-10
C#CC1(NC(=O)NC(=O)c2c(F)cccc2F)CCCCC1,7%,8%,-2%,3%,-24%,16
O=C(CCN1C(=O)COc2ccccc21)N1CCCCC1,0%,-11%,?,6%,-14%,-4
COc1ccc(OC)c(-n2c(-c3ccc(C)cc3)n[nH]c2=S)c1,2%,44%[activator],6%,-4%,-18%,60
Cc1ccc(-n2nc(CC#N)c(C#N)c2N)cc1,0%,8%,?,3%,-18%,-6
O=C1NC(=O)C2(CCCc3ccccc32)N1 (centres undefined),.,1%,?,1%,-13%,0
Cc1nn(C)c(C)c1Nc1ccc(N2C(=O)C3CC=CCC3C2=O)cc1[N+](=O)[O-] (centres undefined),-3%,-16%,2%,-2%,72%[activator],-18
O=C(CN(Cc1ccccc1Cl)C(=O)c1ccc(CN2CCOCC2)o1)NCc1ccccc1,15%,28%,-11%,-18%,95%[activator],-30
CCc1ccc2occ(CC(=O)Nc3nnc(SC)s3)c2c1,.,.,10%,6%,.,3
CCn1nc(C(=O)OCC(=O)c2c[nH]c3ccccc23)c2ccccc2c1=O,5%,4%,-16%,1%,-2%,113
CCOc1ncccc1C(=O)NCCc1ccc(OC)cc1,7%,-20%,-11%,0%,-20%,?
CN(C)C(=O)C1Cc2ccccc2CN1S(=O)(=O)c1ccc(F)cc1 (centres undefined),6%,11%,?,5%,-7%,-22
O=C(O)c1ccccc1C(=O)NC1CCN(c2nccc(C(F)(F)F)n2)CC1,1%,2%,-14%,-1%,-36%,?
CCOC(=O)N1CCN(C(=S)NC(C)(C)C)CC1,3%,10%,?,-4%,-10%,12
CC(=O)NC1C(Oc2cccc(C)c2)OC2COC(c3ccco3)OC2C1O (centres undefined),9%,0%,-10%,-9%,-17%,-12
COc1ccccc1C(C)NS(=O)(=O)c1cccs1 (centres undefined),-1%,.,-20%,-6%,-4%,.
Cc1cccn2c(=O)c3cc(C(=O)N4CC(C)CC(C)C4)sc3nc12 (centres undefined),6%,7%,-8%,-27%,-12%,15
Cc1ccc(N(Cc2ccco2)C(=O)c2cccc(S(=O)(=O)N(C)C)c2)cc1,-5%,-4%,?,-28%,31%,-27
COc1ccc(C2CC(=O)Oc3cc4c(cc32)OCO4)cc1 (centres undefined),-11%[89.2 µM],-2%,.,.,-10%,12
Cc1ccc(N2C(=O)NC(NC(=O)C(C)(C)C)(C(F)(F)F)C2=O)cc1C (centres undefined),6%,6%,?,-8%,-19%,-22
COC(=O)c1cc(NC(=O)Cc2cccs2)cc(C(=O)OC)c1,2%,-3%,-16%,-7%,-56%,2
Cn1cccc1CNC(=O)Nc1ccc(Cl)cc1,-1%,-2%,?,0%,-31%,-4
CCc1cccc(NC(=O)C2CCCN(S(=O)(=O)c3cccnc3)C2)c1 (centres undefined),.,0%,-7%,0%,23%,-28
c1cc(CN2CCCCC2)cc(OCCCNc2nc3ccccc3s2)c1,-3%&-1%,-17%,.,.,.,-34
Cc1ccccc1CNCCSc1nnnn1C,.,.,-1%,-1%,.,16
COc1ccc(-c2nc3cnccn3c2NCc2ccccc2)cc1SC1CCCCC1,.,9%,?,-17%,44%,.
COc1ccc(S(=O)(=O)N2CCC(NC(=O)C3CCCCC3)CC2)cc1,.,-2%,0%,95%[activator],-8%,10
COC(=O)c1cc(C)nc2c1c(=O)nc(SCc1ccccc1Cl)n2C1CC1,.,.,16%,0%,.,0
OCC[C@H]1C[C@H](O)[C@@H](O)[C@@]2(Cc3ccccc3CCO2)O1,.,7%,?,-13%,-19%,6
COc1ccc(Cn2c(SCC#N)nc3ccc(N4CCOCC4)cc3c2=O)cc1,?,38%[activator],?,?,53%,69
C/C(=N\OCC(=O)Nc1ccccc1C(C)(C)C)c1ccc2c(c1)OCCO2,0%,2%[11.6 µM],1%,0%,-13%,?
CN(Cc1cnn(C)c1)Cc1nc(C(c2ccccc2)c2ccccc2)no1,0%,0%,-4%,-15%,166%[activator],-19
COCCCNCC(=O)Nc1ccc(OC(F)(F)F)cc1,-8%,1%,?,-1%,1%,29
CCCn1c(CCC(=O)O)nc2cc(S(=O)(=O)N(CC)CC)ccc21,0%,-4%,6%,10%,-6%,-7
CCc1ccc(C2=NN(CCC(=O)NCCc3ccc(OC)c(OC)c3)C(=O)CC2)cc1,.,.,3%,-1%,.,?
COc1ccccc1NC(=S)N1CCN(Cc2ccccc2)CC1,7%,-1%,-6%,-1%,-24%,?
Cc1ccc(-n2nc3c(N4CCC(C(=O)N5CCC(C)CC5)CC4)nnc(C)c3c2C)cc1,.,.,-4%,-6%,.,-7
CC1CN(c2ccc([N+](=O)[O-])cc2Cl)CCN1S(C)(=O)=O (centres undefined),0%,-8%,-6%,-21%,-1%,-29
O=C(CSC1=NCCS1)NC1CCCCC1,-9%,-7%,-1%,1%,.,32
COc1ccccc1NC(=O)CCCC(=O)OCC(=O)c1ccc(F)cc1,.,-5%,-1%,-4%,18%,-3

Compound activity as filed in PubChem.
